Source: PubChem
LDHA inh: qHTS assay for inhibitors of human lactate dehydrogenase | hit rate 0.15% among 480,000 | purified LDHA, NADH/diaphorase-resazurin fluorescence; active compounds read low | activity change, % (values are at about 110 or 230 µM); in the data active = activity change below about -30%;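 also: plate controls were DMSO wells for no effect and wells without enzyme for full effect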
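Human LDH5 (2 nM) was incubated with 0.06 mM NADH and 0.2 mM pyruvate for 5 min at room temperature in Tris pH 7.4. Remaining NADH was coupled through diaphorase/resazurin, and resorufin fluorescence was read at 0 and 20 min.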
* = called active by the depositor. Some of the compounds tested. The share of hits here may be higher or lower than overall.

Start of the listing, in advance (21 entries):
LDHA inh | Molecule
-4 | COc1ccc(OC)c(C2CC(=O)Nc3c(-c4ccccc4)nsc32)c1 (stereo not drawn)
-5 | Cc1nc(-n2nc(C)c(Cl)c2C)sc1C(=O)Nc1ccc(F)cc1
-6 | CN(C)S(=O)(=O)c1ccc(C(=O)OCc2csc(-c3ccccc3)n2)cc1
13 | O=C(O)C(Sc1nc(-c2ccccc2)cc(C(F)(F)F)n1)c1ccccc1 (stereo not drawn)
-6 | COc1cccc(CNC(=O)[C@@H]2CCCN2C(=O)[C@@H]2CCCN2C(=O)c2c(F)cccc2F)c1
-1 | CC1=C(C(=O)N2CCCCCC2)CC(CC(=O)NCCN2CCOCC2)C(=O)N1Cc1ccc(F)cc1 (stereo not drawn)
2 | CC1=C(C(=O)Nc2cccc(C(F)(F)F)c2)C(c2ccc(Cl)cc2)n2ncnc2N1 (stereo not drawn)
-1 | CCCCn1nnnc1C1(C)CCC(=O)N1CC1CCCCC1 (stereo not drawn)
-10 | O=C(Nc1ccc(-c2noc(-c3ccccc3Br)n2)cc1)c1ccc(Br)o1
-1 | COc1ccc(-c2coc3cc(OC(=O)c4ccccc4)ccc3c2=O)cc1OC
-21 | CCOc1cc(/C=C(\C#N)c2nc3ccccc3[nH]2)ccc1OC(C)C
7 | Cc1ccc(-c2cnc3ccccc3n2)c(C)c1
3 | COc1cccc(/C=C(\C#N)C(=O)Nc2ccccc2C(=O)O)c1OC
1 | CSC1=N/C(=C\c2ccc(-c3cccc(Cl)c3)o2)C(=O)S1
4 | FC(F)(F)c1cc(Cl)c2nc(-c3ccccc3)c(Cc3cccc(Cl)c3)n2c1
18 | CCCCC(NS(=O)(=O)Cc1ccccc1)C(=O)O (stereo not drawn)
9 | Cc1ccc(Nc2nc(C(=O)N3CCC(C(=O)N(C)Cc4ccccc4)CC3)cs2)cc1
0 | CC(C)(C)C(=O)Nc1ccc(C(=O)Nc2ccc(CC(=O)O)cc2)cc1
-3 | O=C(NCC1(c2ccccc2)CCCC1)c1cc(=O)c2ccccc2o1
9 | CC(C)c1ccc(-c2cc(C3CC3)nc(N)c2C#N)cc1
3 | COC(=O)[C@]12CCCCC=C1N(Cc1ccccc1)C(=O)[C@H](CC(=O)N1CCC(c3ccccc3)CC1)C2

Results, repeating the preview:
LDHA inh | Molecule
-4 | COc1ccc(OC)c(C2CC(=O)Nc3c(-c4ccccc4)nsc32)c1 (stereo not drawn)
-5 | Cc1nc(-n2nc(C)c(Cl)c2C)sc1C(=O)Nc1ccc(F)cc1
-6 | CN(C)S(=O)(=O)c1ccc(C(=O)OCc2csc(-c3ccccc3)n2)cc1
13 | O=C(O)C(Sc1nc(-c2ccccc2)cc(C(F)(F)F)n1)c1ccccc1 (stereo not drawn)
-6 | COc1cccc(CNC(=O)[C@@H]2CCCN2C(=O)[C@@H]2CCCN2C(=O)c2c(F)cccc2F)c1
-1 | CC1=C(C(=O)N2CCCCCC2)CC(CC(=O)NCCN2CCOCC2)C(=O)N1Cc1ccc(F)cc1 (stereo not drawn)
2 | CC1=C(C(=O)Nc2cccc(C(F)(F)F)c2)C(c2ccc(Cl)cc2)n2ncnc2N1 (stereo not drawn)
-1 | CCCCn1nnnc1C1(C)CCC(=O)N1CC1CCCCC1 (stereo not drawn)
-10 | O=C(Nc1ccc(-c2noc(-c3ccccc3Br)n2)cc1)c1ccc(Br)o1
-1 | COc1ccc(-c2coc3cc(OC(=O)c4ccccc4)ccc3c2=O)cc1OC
-21 | CCOc1cc(/C=C(\C#N)c2nc3ccccc3[nH]2)ccc1OC(C)C
7 | Cc1ccc(-c2cnc3ccccc3n2)c(C)c1
3 | COc1cccc(/C=C(\C#N)C(=O)Nc2ccccc2C(=O)O)c1OC
1 | CSC1=N/C(=C\c2ccc(-c3cccc(Cl)c3)o2)C(=O)S1
4 | FC(F)(F)c1cc(Cl)c2nc(-c3ccccc3)c(Cc3cccc(Cl)c3)n2c1
18 | CCCCC(NS(=O)(=O)Cc1ccccc1)C(=O)O (stereo not drawn)
9 | Cc1ccc(Nc2nc(C(=O)N3CCC(C(=O)N(C)Cc4ccccc4)CC3)cs2)cc1
0 | CC(C)(C)C(=O)Nc1ccc(C(=O)Nc2ccc(CC(=O)O)cc2)cc1
-3 | O=C(NCC1(c2ccccc2)CCCC1)c1cc(=O)c2ccccc2o1
9 | CC(C)c1ccc(-c2cc(C3CC3)nc(N)c2C#N)cc1
3 | COC(=O)[C@]12CCCCC=C1N(Cc1ccccc1)C(=O)[C@H](CC(=O)N1CCC(c3ccccc3)CC1)C2
-1 | COc1ccc(NC(=O)c2ccc(CN3CCCC3=O)cc2)cc1S(=O)(=O)N1CCOCC1
4 | CC(C)Cn1nc(C(=O)Nc2ccc3c(c2)CCC3)c2ccccc2c1=O
5 | O=C(O)c1cccc(NC(=O)N2CCc3[nH]cnc3C2c2cccc(F)c2)c1 (stereo not drawn)
10 | Cc1nc2nc(CN)nn2c(C)c1CCC(=O)NC1CCCCC1
-25 | C/C=C/Cn1c(SCCCCCCC)nc2c1c(=O)[nH]c(=O)n2C
-4 | Cc1cccn2c(=O)cc(COc3ccccc3NC(=O)Nc3ccccc3F)nc12
1 | O=C(O)/C=C/C(=O)Nc1ccc(Cl)c(C(F)(F)F)c1
-17 | CCN(CC)S(=O)(=O)c1ccc(C)c(NC(=O)c2nn(-c3ccccc3)c(=O)c3ccccc23)c1
-13 | Cc1ccccc1NC(=O)CSC1=C(C#N)C(c2ccccc2C)C2=C(CCCC2=O)N1 (stereo not drawn)
0 | Cc1cn([C@H]2C[C@H](N[S+](=O)([O-])Cc3ccccc3)[C@@H](CO)O2)c(=O)[nH]c1=O
2 | Cc1cc2c(cc1C)-c1nnnn1C(N1CCCC1)C(=O)N2 (stereo not drawn)
-23 | CCc1nnc(SCC(=O)Nc2ccc(Cl)c(Cl)c2)n1-n1cccc1
-7 | CC[C@H]1O[C@H](C)CC2=C1C(=O)OC(C)(C)O2
11 | O=C(OCc1nnnn1-c1ccccc1)C1(c2ccccc2F)CCCC1
6 | O=C(NC1CC1)c1ccc2ccccc2n1
-5 | O=C(CN(c1ccccc1F)S(=O)(=O)c1ccccc1)Nc1ccccc1
6 | CC(=O)Nc1ccc(CC(=O)Nc2cccc3cccnc23)cc1
2 | COC(=O)C1=CNC=C(C(=O)OC)C1c1ccc(F)c(F)c1
7 | CCOC(=O)c1ccc(S(=O)(=O)N2CCC(C(=O)NCCc3ccccn3)CC2)cc1
5 | Cc1ccc(O)c(C(=O)N(C)Cc2c(F)cccc2Cl)c1
3 | CCOC(=O)[C@]12CCCC=C1N(Cc1ccc(Cl)cc1Cl)C(=O)[C@H](CC(=O)N1CCN(C(=O)c3ccco3)CC1)C2
7 | Brc1ccc(-c2noc(C(c3ccccc3)c3ccccc3)n2)cc1
-3 | COc1ccc2[nH]c(C)c(CCC(C)=O)c(=S)c2c1
-3 | Cc1oc2cc(OCC(=O)O)ccc2c(=O)c1Oc1ccccc1Br
4 | CC1=C(C(=O)N2CCCCCC2)CC(CC(=O)NCC2CCCCC2)C(=O)N1Cc1ccc(F)cc1 (stereo not drawn)
2 | C[C@@H](c1ccccc1)N1C[C@H](COCc2ccccc2)Oc2cc(N3CCC[C@@H]3CO)ccc2S1(=O)=O
-11 | Cn1c(=O)c2c(ncn2CC(=O)N(c2ccccc2)C2CCCCC2)n(C)c1=O
4 | S=C(NCCc1ccc(Cl)cc1Cl)NC1CC2CCC1C2 (stereo not drawn)
8 | Cc1cc2nc(SCC(=O)Nc3ccc4c(c3)OCO4)[nH]c2cc1C

Next section.
LDHA inh | Molecule
12 | CSc1cc2c(s1)c1cnn(Cc3cccc(N)c3)c(=O)c1n2C
-5 | CC(Sc1ncc(-c2cccc(Br)c2)o1)C(=O)NCCc1ccccc1 (stereo not drawn)
4 | CC(NC(=O)c1ccc(SC(F)F)cc1)c1ccncc1 (stereo not drawn)
-2 | Cc1ccc(/C=C/C(=O)c2cc(Cl)ccc2O)cc1
-7 | C/C(=N\O)C1(C)CC2=C(CCCC2(C)C)CC1C (stereo not drawn)
11 | O=C(NC1CCCCC1)c1ccc(NC(=O)C2CC2)cc1
7 | O=C(CN1C(=O)S/C(=C\c2cccc(Cl)c2)C1=O)Nc1ccc2oc(=O)ccc2c1
-12 | C[n+]1cc(C(O)(c2ccccc2)c2ccccc2)n2ccccc21
1 | COc1ccc(-c2csc(NC3OC(=O)c4c3ccc(OC)c4OC)n2)cc1 (stereo not drawn)
-1 | C#CCN1CCC(C(=O)NCCN2CCC(C)CC2)CC1
21 | COc1cc(/C=C/c2ccc3ccccc3n2)cc(OC)c1O
6 | Cc1ccc(SCC(=O)NC2(C#N)CCCC2)nc1
11 | CCOC(=O)N1CCN(C(=O)CN(c2ccccc2Cl)S(C)(=O)=O)CC1
1 | CCc1ccc2oc(C(=O)N(Cc3ccc(C)cc3)C3CCS(=O)(=O)C3)cc(=O)c2c1 (stereo not drawn)
-8 | Cc1ccc(S(=O)(=O)Nc2cccc3cccnc23)c(C)c1
2 | Cc1ccc(-c2cnc(-c3c(N)sc4c3CCCC4)s2)cc1
-5 | O=C(Nc1ccc2oc(-c3cccnc3)nc2c1)c1ccc(OCc2ccccc2)cc1
1 | COc1ccc(C(=O)COC(=O)CCC(=O)c2ccc(Cl)cc2)cc1Br
7 | CC(C)(C)c1nnc(Nc2ccc(Cl)c(Cl)c2)[nH]c1=O
1 | O=C(CSC1=NS(=O)(=O)c2ccccc2N1Cc1ccccc1)Nc1cccc(Cl)c1
-11 | Cc1noc(C(C)C)c1C(=O)Nc1ccc(OC(F)F)c(Cl)c1
-1 | CN(C)C(=O)CN1CCN(C(=O)c2cc(-c3cccnc3)nc3ccccc23)CC1
3 | COc1ccc(C2SCc3cc(C)c(C)cc3CS2)cc1OC
13 | CCOc1ccc2c(c1)cc(C(=O)Nc1ccc(OC)cc1)n2C
-3 | CCCCNC(=O)C(NC(=O)c1cccs1)C(=O)c1ccccc1 (stereo not drawn)

Given as labelled records: two of the compounds above.
Cc1ccc(-c2cnc(-c3c(N)sc4c3CCCC4)s2)cc1
- LDHA inh: 2

CCOc1ccc2c(c1)cc(C(=O)Nc1ccc(OC)cc1)n2C
- LDHA inh: 13

Continued.
LDHA inh | Molecule
-2 | Cc1cc(C)cc(NC(=O)CSc2nnc(-c3cccs3)n2-n2cccc2)c1
-3 | CCOC(=O)C1CCN([C@H]2CS(=O)(=O)C[C@@H]2S(=O)(=O)c2ccc(F)cc2)CC1
1 | Cc1ccccc1C(=O)N1CCN(c2ccc(NC(=O)c3ccc(OC(C)C)cc3)cc2)CC1
-1 | COc1ccc(C(NC(=O)COc2ccc(-c3ccccc3)cc2Cl)c2nccn2C)cc1 (stereo not drawn)
27 | COCCNc1nc(-c2[nH]c(C)c(C(=O)OC)c2C)cs1
-2 | O=C(Cc1noc(C(=O)NCc2cccc(F)c2)n1)Nc1cccc2ncccc12
4 | Cn1c(COc2ccc3c(c2)CCCC3)nnc1SCC(=O)N1CCc2ccccc2C1
12 | CCCOc1c(Cl)cc(/C=C/C(=O)c2ccc(O)c(OC)c2)cc1OC
-1 | CCNc1nc(-c2ccc(NC(=O)CC)cc2)cs1
5 | CC(NC(=O)/C(C#N)=C\c1ccccc1)C1CC2CCC1C2 (stereo not drawn)
-5 | CC1=NS(=O)(=O)NC(C)=C1CCC(=O)Nc1ccc2c(c1)CCC2
2 | CCOC(=O)N1CCN(Cc2cc(=O)oc3c(C)c(C)ccc23)CC1
-1 | O=C(CN1CCCC1c1ccc(F)cc1)Nc1ccc(F)c(F)c1 (stereo not drawn)
5 | CNS(=O)(=O)c1cccc(C(=O)OCc2cc(=O)oc3cc(C)ccc23)c1
-4 | CCN(CC)CCNC(=O)c1sc2ncccc2c1-n1c(C)ccc1C
-2 | CCCn1nc(C(=O)N(CC)C2CCS(=O)(=O)C2)c2ccccc2c1=O (stereo not drawn)
0 | COc1ccc(S(=O)(=O)N2CCOCC2)cc1NC(=O)c1cc2c(C)nn(CC(C)C)c2s1
8 | CCN(Cc1nc2ccccc2c(=O)[nH]1)C(=O)Cc1csc(-c2ccc(OC)cc2)n1
-4 | CCOc1cc2ccccc2cc1C(=O)Nc1nnc(CC)s1
1 | O=S(=O)(CCN1CCN(c2ccccc2)CC1)c1ccccc1
7 | Cc1cc(N2CCC(C)CC2)n2nc(-c3ccccc3)nc2n1
1 | COc1ccc2c(c1)c(C(C(=O)O)N1CCN(c3cccc(Cl)c3)CC1)cn2CCC(=O)O (stereo not drawn)
-9 | O=C(C[C@@H]1CC[C@H](NC(=O)c2ccc3c(c2)OCO3)[C@@H](CO)O1)NCc1ccc(F)cc1
1 | CC(C)CNC(=O)c1c(-n2cnnn2)sc2c1CCC2
5 | COc1ccc(C(=O)Nc2c(NCc3ccccc3)c3ccccc3oc2=O)cc1
-1 | COC(=O)c1ccc2ccccc2c1OS(=O)(=O)c1ccc(S(C)(=O)=O)cc1
10 | COC(=O)C1=C(C)OC(=O)C1(NC(=O)c1ccc(C(C)(C)C)cc1)C(F)(F)F (stereo not drawn)
15 | CCCCCOC(=O)c1c(C)oc2c1cc(NS(=O)(=O)c1cccs1)c1ccccc12
-1 | Cc1ccc(Nc2nnc(SCC(=O)NC(C)(C)C)s2)cc1C
10 | Cc1cccc(NC(=O)N(C)C(c2ccc(Cl)cc2)c2nccn2C)c1 (stereo not drawn)
1 | Cc1cc(C)c2oc(C(=O)N(Cc3cccs3)c3ccccn3)cc(=O)c2c1
7 | Cc1ccc(NC(=O)CN2CCN(C(=O)NCc3ccc(C)c(F)c3)CC2)cc1
6 | COc1ccc(C2c3c(ncn(CCc4ccccc4)c3=N)Oc3ccc4ccccc4c32)cc1OC (stereo not drawn)
-2 | C=CCN(CC(=O)NC(=O)NC)Cc1cccs1
-3 | N#Cc1nc(C2CC2)oc1N1CCN(Cc2nc(C3CC3)no2)CC1
5 | CCOc1cc(CNCC(O)c2ccccc2)ccc1Oc1nnnn1-c1ccccc1 (stereo not drawn)
3 | CCCc1nc2ccccc2c(C(=O)OCC(=O)NC(=O)NC(C)C)c1CC
5 | Cc1cccc(C)c1-n1nnnc1SCC(=O)N(C)c1ccccc1C(=O)NCc1ccco1
3 | CC(=O)CC(C)=Nc1ccc(Br)cc1
28 | CCN1CCCC1CNC(=O)C(C)(C)C (stereo not drawn)
-12 | CC(=O)c1ccc(NC(=O)C(C)Sc2nc3nc(C)cc(C)c3c(=O)[nH]2)cc1 (stereo not drawn)
2 | CCOc1ccccc1NC(=O)NC1CCN(c2nc(C)cc(C)n2)CC1
